High-throughput results deposited in PubChem by National Center for Advancing Translational Sciences (NCATS).
TDP1 inh: blocks human tyrosyl-DNA phosphodiesterase 1; Potency, µM (highest dose often 130 µM), for the others: at the highest dose activity change, negative = inhibition, actives largely listed as inhibitors; recombinant TDP1, AlphaScreen DNA substrate cleavage; AID 485290; actives 0.28% (n = 350,000); Q9NUW8; further: nearly all actives have a fitted effect of over 40% in size
Target sequence (Q9NUW8 whole entry, looked up): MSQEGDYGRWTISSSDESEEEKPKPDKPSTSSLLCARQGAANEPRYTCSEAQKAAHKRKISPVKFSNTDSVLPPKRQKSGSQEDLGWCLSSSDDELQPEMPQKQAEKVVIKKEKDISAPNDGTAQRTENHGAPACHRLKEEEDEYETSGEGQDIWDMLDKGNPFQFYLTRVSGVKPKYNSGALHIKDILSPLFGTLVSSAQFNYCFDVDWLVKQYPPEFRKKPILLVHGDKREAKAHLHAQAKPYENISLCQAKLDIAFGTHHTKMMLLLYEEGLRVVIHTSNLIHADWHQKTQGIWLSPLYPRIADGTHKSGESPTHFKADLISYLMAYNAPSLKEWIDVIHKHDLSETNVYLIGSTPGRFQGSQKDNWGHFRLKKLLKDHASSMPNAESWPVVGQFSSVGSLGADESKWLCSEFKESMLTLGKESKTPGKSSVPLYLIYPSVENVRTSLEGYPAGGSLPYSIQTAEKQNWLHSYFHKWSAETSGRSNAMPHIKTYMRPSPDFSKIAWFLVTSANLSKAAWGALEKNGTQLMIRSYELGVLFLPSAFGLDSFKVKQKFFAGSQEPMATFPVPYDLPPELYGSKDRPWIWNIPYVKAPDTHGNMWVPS
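Recombinant human Tdp1 (E. coli-expressed, 1 nM final) preincubated with compounds 15 min at room temperature, then 5'-biotin/3'-phosphotyrosine-FITC DNA substrate (15 nM final) added for 5 min. AlphaScreen beads (10 ug/ml final) added 10 min; cleavage lowers signal.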
TDP1 cell CPT: growth inhibition of DT40 Tdp1-/-;hTDP1 cells with camptothecin (screen for TDP1 inhibitors); chicken DT40 Tdp1-/-;hTDP1 cells + 20 nM CPT, ATP luminescence, 48 h; Potency, µM (doses to about 46.2 µM), without a hit: top-dose activity change, negative = growth inhibition, actives largely listed as inhibitors; actives 12% (n = 420,000); AID 686979; further: nearly all actives have a fitted effect of over 55% in size
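Chicken DT40 Tdp1-/- cells stably complemented with human TDP1 were seeded at 400 cells/well in medium containing 20 nM camptothecin, exposed to pin-transferred compounds, and grown at 37 °C for at least 48 hr. Viability was read as ATP luminescence.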
TDP1 cell noCPT: qHTS for Inhibitors of human tyrosyl-DNA phosphodiesterase 1 (TDP1): qHTS in cells in absence of CPT; DT40 Tdp1-/- hTDP1 cells, no CPT, ATP luminescence, 48 h; Potency, µM (doses to about 46.2 µM), for inactives: at the top dose activity change, negative = growth inhibition, most hits filed as inhibitors; actives 15% (n = 420,000); AID 686978, 2013; further: nearly all actives have a fitted effect of over 55% in size
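Growth of hTDP1-complemented DT40 Tdp1-knockout cells is measured by ATP luminescence after at least 48 hr compound exposure at 37 °C, with DMSO substituting for the 20 nM CPT used in the parallel screen.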
Numbers without * were called inactive; ? = inconclusive; . = no result given; & = joins results of further samples; [ ] = another dose, or the depositor's remark. The call rests on the fitted dose curve; in most records, active means well fitted curve in the direction sought with a large enough effect; inconclusive means small, poorly fitted or top-dose-only effect, or another doubt; inactive means no such curve, though single readings can be large; an effect the other way counts as inactive or inconclusive. On the % scale 0 is the no-effect control and ±100 the full control effect; potency means the concentration at half of the fitted maximal effect.

The line under a structure holds: TDP1 inh | TDP1 cell CPT | TDP1 cell noCPT
> CCCCN(C(=O)C(C)Oc1cccc(Cl)c1)c1c(N)n(CCC)c(=O)[nH]c1=O (stereo not drawn)
 : -3% | 17% | 12%
> O=C(Nc1nnc(S(=O)(=O)N2CCCCCC2)s1)c1cccc(Br)c1
 : 10% | 26µM* | 21µM*
> Cc1cccc(C)c1NC(=O)CSc1nnc(C)c(=O)[nH]1
 : 0% | -4% | 4%
> Cc1ccc(Cl)cc1NC(=O)c1ccc2nc(CCc3ccccc3)oc2c1
 : 3% | ? | ?
> COc1cc(OC)cc(-c2sc3ccc(OC)cc3c2C#CCO)c1
 : -4% | ? | 21µM*
> NC(=O)NC(Cc1ccccc1)C(=O)O (stereo not drawn)
 : -11% | -3% | -2%
> COc1ccc(N2C(c3cc(OC)cc(OC)c3)=Cc3ccccc3C2CC(C)=O)cc1 (stereo not drawn)
 : . | ? | 16µM*
> O=C(O)c1ccc2c(c1)N(Cc1ccc(F)cc1)C(=O)c1ccccc1S2=O (stereo not drawn)
 : 3% | 12µM* | 15µM*
> CN(C)c1nc(CN2CCCCC2c2cccnc2)nc2ccccc12 (stereo not drawn)
 : . | -2% | 0%
> Cc1cccn2c(=O)c3cc(C(N)=S)c(=N)n(CCCN4CCOCC4)c3nc12
 : 0% | ? | ?
> C=CCNC(=O)CN(c1cccc(Br)c1)S(C)(=O)=O
 : 1% | -28% | -5%
> Cc1ccc(C)c(N2CCN(C(c3ccncc3)c3nnnn3Cc3ccccc3)CC2)c1 (stereo not drawn)
 : 2% | -24% | ?
> COc1ccc(C(=O)NCCN2CCOCC2)c(OC)c1
 : -3% | 16% | -30%
> CCN(CC)C1Oc2cc3c(cc2C(c2cc(OC)c(OC)c(OC)c2)C1C)OCO3 (stereo not drawn)
 : . | 2.3µM* | 1.2µM*
> COc1ccc(C(CNC(=O)c2cc(S(=O)(=O)NCc3ccccc3)ccc2C)N2CCOCC2)cc1 (stereo not drawn)
 : . | 1% | -20%
> CC1(C(=O)Nc2ccc3c(c2)OCO3)CCN1Cc1cccc2c1OCO2 (stereo not drawn)
 : . | ? | ?
> CC(C)(O)C#Cc1ccc(CNC[C@H]2O[C@@H](n3cnc4c(=O)[nH]c(N)nc43)[C@H](O)[C@@H]2O)s1
 : . | 13% | 2%
> O=c1c(-c2ccccc2)c(O)c2ccccc2n1-c1ccccc1
 : . | 1% | -7%
> O=C(NC1CC2CCC(C1)N2C(=O)NCc1ccccc1)C1CC1 (stereo not drawn)
 : 0% | 5% | 0%
> CNC(=O)c1cc2cc(OC)ccc2n1CCN(C)C
 : 0% | -19% | -4%
> CCCCC(=O)Nc1ccc(C(=O)OC2CCCCC2)cc1
 : 2% | ? | ?
> CC(C)CNS(=O)(=O)c1ccc(CCC(=O)NCc2cccnc2)cc1
 : 1% | -8% | -13%
> Cc1c(C(=O)N2CC(C)OC(C)C2)oc2ccccc12 (stereo not drawn)
 : 5% | -13% | -11%
> C=CC[C@H](CC(=O)N(CCO)Cc1ccccc1)C(=O)NCCOC(=O)[C@@H](CC=C)CC(=O)OC(C)(C)C
 : 0% | 23µM* | ?
> Cc1ccc(C)c(S(=O)(=O)N2CCN(C(C)C(=O)Nc3ccccc3-c3ccccc3)CC2)c1 (stereo not drawn)
 : 0% | ? | 16µM*
> CCOc1cc(/C=C2\CCC/C(=C\c3cc(Cl)c(O)c(OCC)c3)C2=O)cc(Cl)c1O
 : 2% | ? | 6.5µM*
> COc1cc(OC)c(/C=N/NC(=O)c2ccc(Cn3nc([N+](=O)[O-])cc3C)cc2)c(OC)c1
 : 2% | 1% | -4%
> CC(=O)N1CCC(C(=O)Nc2ccc(S(=O)(=O)NCCc3ccccc3)cc2)CC1
 : . | -3% | -8%
> Cc1nc(-c2cc(-c3nc(-c4ccc(C(C)(C)C)cc4)no3)no2)cs1
 : 0% | ? | ?
> COc1ccccc1/C=N/Nc1nc(C)c(C(C)=O)s1
 : . | -19% | -11%
> CCOc1cccc(C(=O)Nc2cccc(C(C)=O)c2)c1
 : 0% | ? | ?
> C=CC[C@@H](CC(=O)NCCO)C(=O)N[C@H](C)COC(=O)[C@@H](CC=C)CC(=O)OC(C)(C)C
 : 0% | -17% | -7%
> CN(C)C(CNC(=O)C1CCN(C(=O)/C=C/c2ccccc2)CC1)c1ccccc1 (stereo not drawn)
 : . | -3% | -5%
> CC(C)c1ccc(C(=O)N/N=C/c2cccc(Cl)c2Cl)cc1
 : 4% | -8% | -26%
> Cc1ccccc1-n1c(SCC(N)=O)nc2sc(-c3ccccc3)cc2c1=O
 : 2% | ? | 18µM*
> Cc1ccc(NCCC(=O)c2ccc(Cl)c(Cl)c2)cc1
 : 7% | ? | ?
> CC(C)(C)C1CCC2(CC1)Nc1cccc3cccc(c13)N2
 : 6% | -23% | -19%
> CCOc1cc(/C=N/NC(=O)CN2CCCCC2)ccc1OCc1ccc(Cl)cc1
 : 1% | ? | ?
> Cc1ccc(Cn2cc(CN3CC(N4CCN(CCN(C)C)CC4)CS3(=O)=O)nn2)cc1 (stereo not drawn)
 : . | -17% | -21%
> Cc1cc(=O)[nH]c(N/N=C/c2c(C)nn(-c3ccccc3Cl)c2Cl)n1
 : 2% | ? | ?
> Cn1c(-c2cccs2)nc2ccccc21
 : 0% | -2% | ?
> CSc1ccccc1C(=O)NC1CCCCC1
 : 5% | -5% | -12%
> CC(=O)c1c(C)[nH]c(C(=O)OCC(=O)C(C)(C)C)c1C
 : 8% | -14% | -5%
> COc1cccc(C2CC(=O)NC(SC)=C2C#N)c1 (stereo not drawn)
 : 4% | ? | -27%
> CCOc1cc(CNc2ccc(CNc3ncn[nH]3)cc2)ccc1OCc1ccccc1
 : 11% | ? | ?
> O=C(CSc1ccc(C(F)(F)F)cc1[N+](=O)[O-])NCCOc1ccccc1
 : 5% | ? | -17%
> Cc1[nH]c2ccccc2c1C1(O)C(=O)N(C(C)C)c2ccccc21 (stereo not drawn)
 : -2% | -7% | -5%
> O=C(Nc1ccc(O)cc1)c1ccc2c(c1)C(=O)N(Cc1ccccc1)C2=O
 : 5%[56.1 µM] | ? | ?
> COc1ccc(NC(=O)C2Cc3cccc(OC)c3O/C2=N\O)cc1 (stereo not drawn)
 : . | ? | ?
> COc1ccc2c(c1OC)C(=O)OC2C/C(=N\NC(N)=O)c1ccccc1 (stereo not drawn)
 : -2% | 3% | 5%
> CCn1c(O)c(/C=N/N=C2CCCC2)c2ccc(C3=NNC(=O)CC3)cc21
 : 3% | ? | -25%
> COc1cc(OC)cc(C(=O)Nc2cccc(C(C)=O)c2)c1
 : -5% | -10% | -15%
> Cc1ccc(S(=O)(=O)NCCC2=CCCCC2)cc1
 : -1% | -8% | -26%
> CC(NS(=O)(=O)c1ccc(Cl)cc1)C(=O)NCc1ccco1 (stereo not drawn)
 : ? | 3% | -3%
> O=C(NCCCn1ccnc1)c1cccc(Br)c1
 : . | 2% | 7%
> CCN1CCN(C(=O)c2ccc(CSc3ccc(C)cc3)cc2)CC1
 : -5% | ? | 13µM*
> Cn1cc(CCC(=O)N2CCCC(CCC(=O)NCc3ccccc3F)C2)cn1 (stereo not drawn)
 : 1% | -13% | -3%
> NS(=O)(=O)c1ccc(CCNC(=O)COC(=O)CCc2ccccc2)cc1
 : -5% | -21% | -10%
> COC(=O)C1C(c2ccc(OC)c(OC)c2)NC(c2ccc(OC)c(OC)c2)C(C(=O)OC)S1(=O)=O (stereo not drawn)
 : -11% | -17% | -29%
> N#Cc1nnn(Cc2ccccc2)c1N
 : 6% | 0% | -42%

Grouped by structure, those above containing a thiophene ring, fused or not (four)
The line under a structure holds: TDP1 inh | TDP1 cell CPT | TDP1 cell noCPT
> COc1cc(OC)cc(-c2sc3ccc(OC)cc3c2C#CCO)c1
 : -4% | ? | 21µM*
> CC(C)(O)C#Cc1ccc(CNC[C@H]2O[C@@H](n3cnc4c(=O)[nH]c(N)nc43)[C@H](O)[C@@H]2O)s1
 : . | 13% | 2%
> Cc1ccccc1-n1c(SCC(N)=O)nc2sc(-c3ccccc3)cc2c1=O
 : 2% | ? | 18µM*
> Cn1c(-c2cccs2)nc2ccccc21
 : 0% | -2% | ?

Results in TDP1 inh and TDP1 cell CPT, for some of the entries so far:
SMILES | TDP1 inh | TDP1 cell CPT
CC(C)c1ccc(C(=O)N/N=C/c2cccc(Cl)c2Cl)cc1 | 4% | -8%
Cc1ccc(NCCC(=O)c2ccc(Cl)c(Cl)c2)cc1 | 7% | ?
CC(=O)c1c(C)[nH]c(C(=O)OCC(=O)C(C)(C)C)c1C | 8% | -14%

The list goes on.
The line under a structure holds: TDP1 inh | TDP1 cell CPT | TDP1 cell noCPT
> Cn1c(=O)oc2cc(S(=O)(=O)CCC(=O)N3CCN(c4ccccc4F)CC3)ccc21
 : -5%&1% | 3%&-5% | 11%&-12%
> O=c1c(Cl)c(NCc2ccccc2)cnn1C12CC3CC(CC(C3)C1)C2
 : -1% | -7% | ?
> Cc1cc(C)cc(OCC(=O)N2Cc3ccccc3CC2C(=O)O)c1 (stereo not drawn)
 : 0% | -12% | ?
> O=C1NC[C@@H](CCCCN2C[C@H](Cc3ccc(O)cc3)N(CCC3CCCCC3)C(=O)C2=O)N(CCc2ccc(O)cc2)C1=O
 : . | 12% | 2%
> COc1ccccc1-c1noc(CSc2nnc(Cc3ccccc3)n2-c2ccc(C)c(C)c2)n1
 : 5% | 16µM* | 23µM*
> CC1(C(=O)Nc2ccc(F)c(Cl)c2)Cc2c(-c3ccc(C(N)=O)cc3)ccnc2O1 (stereo not drawn)
 : . | 21µM* | 18µM*
> COc1cccc(-n2c(C)cc(/C=C3/C(=N)N4C(=NC3=O)SN=C4S(C)(=O)=O)c2C)c1
 : 4% | 16% | 3%
> CCNc1oc(-c2cccc3ccccc23)nc1C#N
 : -3% | -8% | 0%
> COc1ccc(OCCSc2nc(-c3ccccc3)cc(=O)[nH]2)cc1
 : 2% | 9% | -5%
> CC(/C=C/c1ccccc1F)=N\NC(=O)C(C)C
 : 4% | -10% | -10%
> CCCOc1cccc(C(=O)NCCNC(=O)c2cnccn2)c1
 : . | -15% | -13%
> O=C(O)c1ccc(COc2ccc3c4c(c(=O)oc3c2)CCC4)o1
 : . | -14% | 0%
> Cn1cnc(S(=O)(=O)N2CCC(C(=O)Nc3ccc(F)cc3F)CC2)c1
 : 6% | 9% | -16%
> Cc1ccccc1Cn1nnc(-c2ccc(C(=O)O)cc2)n1
 : -2% | 13% | -4%
> COc1ccc(C(=O)OCC(=O)NC(Cc2ccccc2)C(C)=O)cc1S(=O)(=O)N1CCCC1 (stereo not drawn)
 : -4% | -14% | -26%
> Cc1ccc(-c2nsc(SCC(=O)NCc3ccc4c(c3)OCO4)n2)cc1
 : 3% | -12% | -28%
> O=C(O)c1c(NC(=O)N(CCO)Cc2ccccc2)sc2c1CCCC2
 : . | -7% | 25%
> Cc1ccc(CNC(=O)c2c[nH]c3ccc(S(=O)(=O)Nc4ccc(C(C)C)cc4)cc3c2=O)cc1
 : . | ? | ?
> Cc1ccc(C[n+]2ccccc2)cc1
 : 0% | 8.2µM* | 9.2µM*
> COc1ccc(NC(=O)CSc2nc3c(c(=O)n2-c2ccccc2)SCC3)c(OC)c1
 : 4% | -10% | ?
> COc1ccc(S(=O)(=O)NCc2cn3c(C)csc3n2)cc1F
 : 1% | -1% | -2%
> CSC1=NC(C(Cl)(Cl)Cl)N=C(c2ccccc2)N1 (stereo not drawn)
 : 3% | 2.6µM* | 3.7µM*
> NC(=O)CC(NC(=O)c1ccc(Br)cc1)c1ccc(NC2CCCCCCC2)c([N+](=O)[O-])c1 (stereo not drawn)
 : . | 16µM* | 16µM*
> COc1cc2c(NC3CCN(C)CC3)nc(N3CCCN(C)CC3)nc2cc1OCCCCN(C)C
 : . | -25% | ?
> Cc1cccc(C2CC(c3ccc(Cl)cc3)Nc3nc(N)nn32)c1 (stereo not drawn)
 : 9% | ? | ?
> CCOCCCNC(=O)c1ccc2c(c1)ncn2C1CCCC1
 : 3% | -16% | -7%
> CC1(Oc2ccc(-n3ccnc3)cc2)CCN(Cc2cccn2-c2nccs2)C1 (stereo not drawn)
 : . | 29µM* | 18µM*
> CC(=O)NCc1ccc2[nH]c(C)cc2c1
 : 3% | -1% | 10%
> Cc1ccc(S(=O)(=O)Oc2ccccc2/C=C2\SC(=O)NC2=O)cc1
 : 5% | 8% | -15%
> CC(CCCN(C)C)C(Cc1ccccc1)c1ccccc1 (stereo not drawn)
 : . | ? | ?
> CN(C)C1N(C(=O)c2ccccc2)N=C2c3ccccc3S(=O)(=O)N21 (stereo not drawn)
 : 0% | 24% | 8%
> Cc1cccc(N2CCN(CC(O)COc3ccccc3)CC2)c1 (stereo not drawn)
 : . | -5% | 8%
> CCNc1ncnc2c1nnn2C
 : -3% | -11% | -11%
